# ERAP1 HTS inh = blocks human ERAP1 aminopeptidase activity; Q9NZ08; AID 652197; inhibition, % at 10.7 µM; hit rate 0.15% among 340,000; recombinant ERAP1, Leu-AMC fluorescence, 60 min;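 active = mean replicate inhibition of at least 30%, or all replicates individually reaching that 30% level; inactive = mean below 30% and not every replicate reaching it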;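 also: 0% = neutral control wells and 100% = L-leucinethiol positive control wells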
# CASP6 VEID inh = caspase-6 (human) enzyme inhibition | P55212 | purified caspase-6, Z-VEID-R110 cleavage fluorescence | inhibition, % at 12.5 µM | hit rate 0.53% among 350,000 | AID 686996;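 active = mean inhibition across replicates at least about 35%, with every replicate also reaching that limit, limit read from the data; inconclusive = only one of the two criteria met; inactive = neither criterion met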;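 also: 0% = median of neutral control wells and 100% = no fluorescence left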
# DENV2 CPE rescue = protects cells from dengue virus 2 cytopathic effect | DENV2-infected cells, cytopathic effect rescue, plate reader | AID 651640 | CPE inhibition, % at 9.99 µM | hit rate 1.7% among 350,000; in the data active = CPE inhibition above about 20%, passing the limit was not always enough; inconclusive = no clear call, values can overlap the other calls; tested in BHK-21 cells;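 also: 0% = median of neutral control wells and 100% = median of positive control wells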
# ERp5 inh = ERp5 (human) disulfide isomerase inhibition; hit rate 0.05% among 350,000; ERp5 insulin aggregation, absorbance 650 nm, 90 min; inhibition, % at 9.99 µM; Q15084;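 active = mean replicate inhibition above about 25%, with every replicate also reaching it, limit read from the data, passing the limit was not always enough; inconclusive = only one of those two criteria met; inactive = neither criterion met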
# Target sequence (Q15084 whole entry, looked up): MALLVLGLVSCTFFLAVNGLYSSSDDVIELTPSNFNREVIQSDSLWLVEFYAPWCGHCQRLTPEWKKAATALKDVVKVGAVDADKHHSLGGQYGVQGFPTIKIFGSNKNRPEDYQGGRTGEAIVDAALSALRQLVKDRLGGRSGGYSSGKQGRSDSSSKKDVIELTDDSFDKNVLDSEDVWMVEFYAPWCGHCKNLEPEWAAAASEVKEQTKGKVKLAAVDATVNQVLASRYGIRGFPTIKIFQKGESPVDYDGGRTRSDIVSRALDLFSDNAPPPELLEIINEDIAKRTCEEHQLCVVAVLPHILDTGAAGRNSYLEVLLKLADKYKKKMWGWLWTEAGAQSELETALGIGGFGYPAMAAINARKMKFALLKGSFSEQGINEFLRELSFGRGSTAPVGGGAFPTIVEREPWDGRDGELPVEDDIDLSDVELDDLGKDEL
# miR122 inh = miR-122 inhibition in Huh7 cells; Huh7 miR-122 Renilla luciferase sensor, 48 h; neutral wells = 0, positive control = 100; hit rate 0.3% among 340,000; activation (reporter increase), % at 12.5 µM; AID 602342;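 active = mean replicate activation score at least 90 and every replicate individually at or above 90; inconclusive = only one of the two criteria met; inactive = neither criterion met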;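 also: higher luciferase means less miR-122 activity so hits act as miR-122 inhibitors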
# F508del corr = correctors of CFTR F508del function in bronchial epithelial cells; CFBE cells, YFP halide quenching; stimulated with forskolin plus potentiator P3; % fluorescence drop versus neutral controls; activity (quench increase), % at 7.58 µM; hit rate 0.36% among 350,000;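 active = mean added fluorescence quench of at least 8% versus neutral control, with both replicates also reaching 8%; inconclusive = only one of the mean or replicate conditions met; inactive = mean below 8% and not both replicates reaching 8%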;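 also: cells transiently co-express mutant CFTR-F508del with the halide-sensitive YFP; corrector assay measuring rescue of mutant channel to the surface after 24 h compound exposure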
# SIRT5 inh = sirtuin-5 (human) deacylase inhibition | Q9NXA8 | Purified SirT5, succinyl-peptide AMC, trypsin-coupled fluorescence | inhibition, % at 15 µM | hit rate 1.1% among 330,000 | AID 652115; in the data active = inhibition above about 15%; inconclusive = no clear call, values can overlap the other calls
# Target sequence (Q9NXA8 whole entry, looked up): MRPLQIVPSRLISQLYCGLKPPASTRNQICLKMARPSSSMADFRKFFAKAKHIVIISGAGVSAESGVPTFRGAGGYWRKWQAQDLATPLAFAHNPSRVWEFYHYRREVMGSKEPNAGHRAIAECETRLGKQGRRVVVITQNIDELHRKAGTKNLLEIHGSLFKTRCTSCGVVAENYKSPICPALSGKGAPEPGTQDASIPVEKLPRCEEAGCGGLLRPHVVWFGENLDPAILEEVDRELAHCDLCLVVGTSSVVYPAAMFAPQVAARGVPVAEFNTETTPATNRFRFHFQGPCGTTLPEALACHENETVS
# * = called active by the depositor; ? = inconclusive; . = no result given; & = joins results of further samples; [ ] = remark or other dose.
compound	ERAP1 HTS inh	CASP6 VEID inh	DENV2 CPE rescue	ERp5 inh	miR122 inh	F508del corr	SIRT5 inh
CC1CCC(O)(C(C(=O)O)c2ccccc2)CC1 (stereo not given)	-3	-2	-3	-4	.	1.7	-4
O=C(CN1C(=O)NC2(CCCCC2)C1=O)NC1CCCc2ccccc21 (stereo not given)	6	-2	-2	-4	.	.	.
CCCCn1c(N)c(N(CC(C)C)C(=O)c2oc3c(Cl)cccc3c2C)c(=O)[nH]c1=O	0	3	16	-6	.	2.5	-4
Nc1c(C(=O)Nc2ccccc2)nnn1-c1ccc2c(c1)OCCO2	2	.	-5	2	-2	1.4	0
CCn1ccnc1CN1CCCC(C(=O)c2ccc3c4c(cccc24)CC3)C1 (stereo not given)	-4	-4	4	3	2	2.7	-4
CC(=O)Nc1ccc(S(=O)(=O)Nc2nnc(C)s2)cc1	-2	0	-8	-1	-4	-1.4	0
Brc1ccc2oc(-c3ccn[nH]3)cc2c1	.	-1	-4	3	-4	0.9	.
COc1ccc2nc(SCC(=O)c3ccco3)[nH]c2c1	3	.	4	-2	1	-1.1	2
COc1ccccc1CNC(=O)COc1ccc(Br)c(C)c1	-1	4	-2	1	4	-3.0	-2
CC(C)N1CCC(N2CCN(C3CCCCC3)CC2CCO)CC1 (stereo not given)	1	-29	?	1	-4	-0.5	-3
COCC(=O)Nc1ccc2c(c1)C(=O)N(C)[C@@H]1CC[C@@H](CC(=O)NCC(F)(F)F)O[C@H]1CO2	-1	1	7	-2	12[16.7 µM]	-3.4	1
CC(C)C(=O)Nc1ccc(C(=O)Nc2nnc(C(C)(C)C)s2)cc1	-4	6	-3	0	-3	-3.2	2
COc1cc(NS(C)(=O)=O)c(OC)cc1NC(=O)c1cccc(F)c1	10	12	4	-2	-6	-1.4	-3
Cc1ccc(C)c(OCC(=O)N(Cc2nnc(-c3ccccc3Cl)o2)C2CC2)c1	0	1	?	-6	.	0.2	-3
COc1ccc(N2C(=O)CCC(C(=O)O)C2c2ccccc2OC)cc1 (stereo not given)	.	0	-6	-3	.	-0.4	0
CCN(Cc1ccccc1)C(=O)COC(=O)c1cc(S(=O)(=O)Nc2ccccc2OC)ccc1O	1	3	-6	-1	0	3.1	4
COCCNc1nc(CSc2ccccc2)nc2sc(C)c(C)c12	1	-2	1	2	.	.	-7
COc1ccc(OC)c(S(=O)(=O)NCCc2ccccc2)c1	9	-2	5	-5	.	-0.5	15*
Cc1nc2scc(C)n2c(=O)c1S(=O)(=O)N1CCN(c2cccc(C(F)(F)F)c2)CC1	-2	0	5	0	.	0.7	1
Cc1sc2ncnc(SC(C)C#N)c2c1C (stereo not given)	2	-4	.	2	.	3.2	-2
Cc1cc(C)c2sc(NC(=O)C3=COCCO3)nc2c1	2	3	5	-1	-7	0.8	-7
OC[C@H]1CC[C@@H]2O[C@H](CCc3ccc(-c4ccc(F)cc4)cc3)[C@@H](n3cc(C4CC4)nn3)C[C@@H]2O1	3	2	?	-7	.	-0.3	4
CCN(C[C@H]1N[C@H](CO)[C@H]1c1ccc(C2=CCCC2)cc1)C(=O)c1ccncc1	-3	-1	-9	-5	6[16.7 µM]	0.0	11
C(=C\c1ccc(C2[C@H]3CNC[C@@H]2N3Cc2nccs2)cc1)/c1ccccc1 (stereo not given in full)	1&-7	-1&-1	-8&16	2&-1	.	-2.2&1.1	7&3
Cc1cccc(OCC(=O)OCC(=O)Nc2sccc2C(N)=O)c1	1	1	-7	2	-5	1.4	-1
CCN(C[C@H]1N[C@@](CC)(C(=O)OC)[C@H]2C(=O)N(Cc3ccccc3)C(=O)[C@@H]12)C(=O)C1CCCCC1	6	1	0	-5	-2	1.2	5
O=C(NC1CCSc2ccccc21)c1cccc(Cl)c1 (stereo not given)	0	-3	0	1	2	-1.5	-1
O=[N+]([O-])c1cc(S(=O)(=O)NCc2ccco2)ccc1NN=Cc1ccccn1	-4	0	14	5	.	-1.6	.
Cc1noc(C)c1NC(=O)Nc1ccc2c(c1)CC(=O)N([C@H](C)CO)C[C@H](C)[C@@H](CN(C)Cc1ccncc1)O2	-2	-1	3	-3	3[16.7 µM]	1.1	-9
CC(C)[C@H](NC(=O)c1ccc(Cl)cc1Cl)C(=O)NNc1cccc(C(=O)O)c1	-6	2	-7	-1	.	4.7	-1
O=C(COC(=O)CNC(=O)c1ccccc1)Nc1nnc(-c2ccccc2)o1	3	-1	7	-1	3	0.8	-2
CC(=O)N(C)C[C@@H]1Oc2ncc(C#Cc3cccnc3)cc2C(=O)N([C@H](C)CO)C[C@@H]1C	-1	2	11	-1	5[16.7 µM]	-3.5	-3
COc1ccc(C#Cc2cnc3c(c2)C(=O)N([C@@H](C)CO)C[C@@H](C)[C@@H](CN(C)CC2CCOCC2)O3)cc1	7&0	-5&0	?	-1&6	0	0.1&-1.6	-2&-6
CCN1CCc2c(sc(NC(=O)Cc3ccccc3)c2C(N)=O)C1	3	-2	?	11	-4	-1.4	0
CCOc1ccc(N2C(=O)CN(c3cccc4ccccc34)C2=S)cc1	1	-1	.	-5	14	0.4	-4
C[C@@H]1CN([C@H](C)CO)C(=O)c2cccc(NC(=O)C3CC3)c2O[C@@H]1CN(C)S(=O)(=O)c1ccc(F)cc1	1	2	3	1	-3[16.7 µM]	1.5	-5
COC(=O)C1=C(C)N(Cc2ccccc2C(F)(F)F)C(=NCc2ccc3c(c2)OCO3)NC1c1cccc(F)c1 (stereo not given)	1	0	0	-4	.	1.9	17*
COc1ncc(-c2c(-c3ccccc3OC)sc3ccccc23)cn1	1	-2	2	-2	.	0.1	-2
CCCCN(C)CCNC(=O)C(=O)c1c(C)[nH]c2ccccc12	-2	.	0	1	.	0.6	1
O=C(COC(=O)CCS(=O)(=O)c1ccccc1)Nc1ccc(N2CCCCC2)cc1	-1	-3	-3	-5	4	-4.1	-1
CCCn1c(C(C)Nc2nc(-c3ccc(OC)cc3)cs2)nc2ccccc21 (stereo not given)	1	-2	.	4	-10	1.2	1
C[C@@H]1CCCCO[C@H](CN(C)Cc2ccc(C(F)(F)F)cc2)[C@@H](C)CN([C@H](C)CO)C(=O)c2cc(NC(=O)CCCN(C)C)ccc2O1	0	2	?	0	12[16.7 µM]	0.2	-4
C[C@@H]1CN([C@H](C)CO)C(=O)c2cccc(NC(=O)c3ccc(-c4nccs4)cc3)c2O[C@@H]1CN(C)Cc1ccc(C(=O)Nc2ccccc2N)cc1	0	-2	10	10	203*[16.7 µM]	4.0	2
CC(C)(C)Cc1nnc(NC(=O)CSc2ccccc2)s1	-2	4	5	-2	8	2.0	5
O=C(NCCc1nc2ccccc2[nH]1)/C(=C/c1ccco1)NC(=O)c1ccc(Br)o1	-2	-1	0	-3	-4	1.3	5
COc1ccc(/C=C2/SC(=S)N(CCCC(=O)Nc3cccc(O)c3)C2=O)cc1	-1	-3	-4	1	8	-2.7	-10
COc1cccc(NS(=O)(=O)c2ccc3c(c2)CCCN3C(C)=O)c1	-1	4	-1	-1	.	-1.9	-1
O=C1CN(C(=O)COC(=O)c2ccc(Cl)c(S(=O)(=O)N3CCCCC3)c2)c2ccccc2N1	1	-1	1	12	6	0.4	-2
Cc1ccccc1Nc1nc(N)nc(COC(=O)c2cccc(S(=O)(=O)N(C)C)c2)n1	1	1	-1	?	-2	3.7	-2
CCCCn1c(N)c(N(CCOC)C(=O)CSc2ccccc2C)c(=O)[nH]c1=O	4	1	-8	2	.	-1.4	-1

# The list continues.
compound	ERAP1 HTS inh	CASP6 VEID inh	DENV2 CPE rescue	ERp5 inh	miR122 inh	F508del corr	SIRT5 inh
CCn1c(=O)c2sccc2n(CC(=O)NC2CCCC2)c1=O	-1	-3	7	4	-4	1.6	0
CCC[C@@H]1CCCC/C=C\CCCC(=O)OCCN1C(=O)OC(C)(C)C	-1	1	?	-9	.	0.9	.
CCN(CC)S(=O)(=O)c1ccc2c(c1)N(CC(=O)Nc1cccnc1Cl)C(=O)CO2	-4	-3	2	3	.	-5.0	.
Cc1noc(C)c1NC(=O)Nc1cccc2c1O[C@H](CN(C)S(=O)(=O)c1cccs1)[C@@H](C)CN([C@@H](C)CO)C2=O	.	.	-2	-1	9[16.7 µM]	-2.7	-6
NC(=O)C1Cc2ccccc2CN1S(=O)(=O)c1ccc(Cl)s1 (stereo not given)	0	1	-3	2	.	0.2	4
Cc1cc(C(=O)NC2CCCC2)c2ccccc2n1	-2	0	9	0	2	0.6	1
CC(C)(C)c1ccc(NC(=O)c2ccsc2)cc1	.	-2	-9	5	0	-5.0	.
Cc1ccc(S(=O)(=O)N2CCOCC2)cc1C(=O)NC(=S)N1CC(C)CC(C)C1 (stereo not given)	2	-4	6	5	.	-0.3	2
CCCCN(C)CCNC(=O)Cn1c(=O)sc2ccccc21	-3	-8	10	1	.	-4.1	.
Fc1ccc(N2CCN(C3CCC(c4ccccc4)CC3)CC2)cc1 (stereo not given)	-1	-2	0	4	5	1.3	-1
COCCn1c(=O)[nH]c(=O)c2cc(C(=O)c3cc(OC)ccc3O)cnc21	1	-1	-1	2	-5	.	3
CC1CCC(NC(=O)CN2C(=O)c3cccnc3Oc3ccc(Cl)cc32)CC1 (stereo not given)	-1	4	-2	4	.	1.4	-6
NC(=O)COC(=O)CSc1cccc2cccc(Cl)c12	6	4	-10	-2	.	-4.4	-2

# Structures listed so far containing two or more sulfur atoms:
compound	ERAP1 HTS inh	CASP6 VEID inh	DENV2 CPE rescue	ERp5 inh	miR122 inh	F508del corr	SIRT5 inh
CC(=O)Nc1ccc(S(=O)(=O)Nc2nnc(C)s2)cc1	-2	0	-8	-1	-4	-1.4	0
COCCNc1nc(CSc2ccccc2)nc2sc(C)c(C)c12	1	-2	1	2	.	.	-7
Cc1nc2scc(C)n2c(=O)c1S(=O)(=O)N1CCN(c2cccc(C(F)(F)F)c2)CC1	-2	0	5	0	.	0.7	1
Cc1sc2ncnc(SC(C)C#N)c2c1C (stereo not given)	2	-4	.	2	.	3.2	-2
CC(C)(C)Cc1nnc(NC(=O)CSc2ccccc2)s1	-2	4	5	-2	8	2.0	5
COc1ccc(/C=C2/SC(=S)N(CCCC(=O)Nc3cccc(O)c3)C2=O)cc1	-1	-3	-4	1	8	-2.7	-10
Cc1noc(C)c1NC(=O)Nc1cccc2c1O[C@H](CN(C)S(=O)(=O)c1cccs1)[C@@H](C)CN([C@@H](C)CO)C2=O	.	.	-2	-1	9[16.7 µM]	-2.7	-6
NC(=O)C1Cc2ccccc2CN1S(=O)(=O)c1ccc(Cl)s1 (stereo not given)	0	1	-3	2	.	0.2	4
Cc1ccc(S(=O)(=O)N2CCOCC2)cc1C(=O)NC(=S)N1CC(C)CC(C)C1 (stereo not given)	2	-4	6	5	.	-0.3	2

# Screens (PubChem BioAssay)
